HCV inh: HCV inhibition | 3.4% of 340,000 active | Huh7.5.1 HCVcc-Cre infection, luciferase reporter, 44 h | Potency, µM (top dose mostly 41.8 µM), without a hit: top-dose activity change, negative = inhibition, hits mostly inhibitors; also: potency is read from the fitted curve at half-maximal effect
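Compounds are dispensed onto cells plated 4 h earlier at 1,000 per well, with HCVcc-Cre virus (about 0.5 moi) added next. Following 44 h of culture, luminescent signal is measured for 15 sec after 15 min with substrate at room temperature.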
AmpC inh detg: AmpC beta-lactamase inhibition with detergent present | AID 485294 | AmpC hydrolysis of nitrocefin, absorbance 480 nm, 0.01% Triton | P00811 | Potency, µM (doses to about 114 µM), inactives show top-dose activity change, negative = inhibition, usual class: inhibitors | 0.041% of 370,000 active;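 also: potency is read from the fitted curve at half-maximal effect; 0% = no-compound wells and -100% = no-enzyme wells; nearly all actives have a fitted effect of over 25% in size; some results filed as inactive show a strong effect at the top dose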
Target sequence (P00811 whole entry, looked up): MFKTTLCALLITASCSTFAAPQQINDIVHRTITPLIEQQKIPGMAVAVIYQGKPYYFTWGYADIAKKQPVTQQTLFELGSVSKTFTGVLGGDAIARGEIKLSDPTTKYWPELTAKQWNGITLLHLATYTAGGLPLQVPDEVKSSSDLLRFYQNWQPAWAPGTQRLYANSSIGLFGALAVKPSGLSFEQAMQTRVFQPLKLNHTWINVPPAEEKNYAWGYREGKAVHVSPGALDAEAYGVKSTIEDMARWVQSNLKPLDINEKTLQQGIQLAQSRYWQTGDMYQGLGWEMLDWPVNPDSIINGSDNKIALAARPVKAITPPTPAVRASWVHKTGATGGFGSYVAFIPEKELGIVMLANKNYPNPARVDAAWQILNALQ
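20 mM phosphate pH 7.0 + 0.01% (detergent screen) or 0.0001% Triton X-100; 5.3 nM AmpC reagent; cpd preinc 15 min RT; nitrocefin (800 uM stock) to start; A480 q20 s × 4 min; Activity was normalised to no-enzyme and no-compound control wells.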
Sm TGR inh: S. mansoni TGR enzyme inhibition | Q962Y6 | purified TGR, DTNB reduction, TNB absorbance 405 nm | Potency, µM (titrated, usually from 114 µM), for the others: at the top dose activity change, negative = inhibition, hits mostly inhibitors | 3% of 360,000 active; also: potency is read from the fitted curve at half-maximal effect; nearly all actives have a fitted effect of over 60% in size
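First, TGR (20 nM dispensed) and NADPH were mixed with compound. Second, a 15 min room-temperature incubation followed. Third, further NADPH and then DTNB were added to start the reaction. Finally, TNB absorbance was monitored kinetically.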
HCMV inh: blocks human cytomegalovirus replication; HFF cells, HCMV-luciferase reporter, 72 h; stronger effect = lower value; activity change, negative = inhibition, % at 57.5 µM; 4.5% of 410,000 active; AID 1259415; in the data active = activity change below about -60%; inconclusive = no clear call, values can overlap the other calls; inactive = above about -39%
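Steps: HFFs plated, 16 h 37C; compounds added; HCMV-luciferase added to MOI 1 PFU/cell; 72 h 37C; OneGlo reagent, 5 min room temperature; luminescence read, normalized to controls.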
AmpC no deterg: inhibitors of E. coli AmpC beta-lactamase without detergent | 0.52% of 330,000 active | AmpC nitrocefin hydrolysis, absorbance 480 nm, 0.0001% Triton | Potency, µM (series often up to 57.1 µM), for the others: top-dose activity change, negative = inhibition, actives largely listed as inhibitors;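 also: potency is read from the fitted curve at half-maximal effect; plate controls were no compound for no effect and no enzyme for full effect; nearly all actives have a fitted effect of over 20% in size; some results filed as inactive show a strong effect at the top dose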
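AmpC (5.3 nM in the dispensed reagent) in 20 mM phosphate pH 7.0 with 0.01% (detergent screen) or 0.0001% Triton X-100 was preincubated with compounds for 15 min at room temperature. Nitrocefin was then added from an 800 uM solution, and hydrolysis was followed at 480 nm.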
FBPA Giardia inh: Giardia lamblia aldolase inhibition; purified Giardia FBPA; Potency, µM (highest dose often 59.6 µM), inactives show top-dose activity, negative = inhibition, usual class: inhibitors; AID 2451; 0.71% of 290,000 active; A8B2U2; also: potency is read from the fitted curve at half-maximal effect; nearly all actives have a fitted effect of over 55% in size
Target sequence (A8B2U2 whole entry, looked up): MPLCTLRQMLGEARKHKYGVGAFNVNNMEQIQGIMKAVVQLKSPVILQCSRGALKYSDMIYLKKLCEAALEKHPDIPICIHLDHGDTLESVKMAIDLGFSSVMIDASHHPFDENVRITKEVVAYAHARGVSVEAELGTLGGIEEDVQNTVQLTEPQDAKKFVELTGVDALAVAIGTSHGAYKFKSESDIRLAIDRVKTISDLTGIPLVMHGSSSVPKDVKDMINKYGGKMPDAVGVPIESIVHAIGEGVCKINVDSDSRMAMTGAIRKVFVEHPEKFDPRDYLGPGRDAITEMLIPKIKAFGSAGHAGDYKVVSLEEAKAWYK
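Giardia FBPA (40 nM reagent) was preincubated 10 min at RT with compound (up to 57.5 uM final), then substrate plus GAPDH/TPI/NAD/arsenate coupling system with diaphorase/resazurin was added; resorufin fluorescence (525/598 nm) was read after 20 min.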
Numbers without * were called inactive; ? = inconclusive; · = not tested or not shown; [ ] = remark or other dose. Unless noted, calls follow the shape of the dose curve; as a rule, active = well fitted curve in the direction sought with a large enough effect; inconclusive = small, poorly fitted or top-dose-only effect, or another doubt; inactive = no such curve, though single readings can be large; an effect the other way counts as inactive or inconclusive. Unless noted, % is scaled to controls: 0 for no effect and ±100 for the full control effect. Outcome played no part in choosing rows; any-hit rate near 9.9%.

SMILES | HCV inh | AmpC inh detg | Sm TGR inh | HCMV inh | AmpC no deterg | FBPA Giardia inh
Nc1ccccc1C(=O)N/N=C1/C2CN3CCN(C2)CC1(Cc1ccccc1)C3 | 11% | -10% | 4% | -17 | -18% | 3%
CCO[C@@H]1OC(C(=O)N2CCCCCCC2)=C[C@H](C2CCCCC2)[C@H]1CCCO | ? | 8% | 6% | 3 | 177%[activator] | 1%
O=C(c1cc(-c2cccc(Cl)c2)on1)N1CCN(c2ccc(F)cc2)CC1 | 6% | -13% | -3% | -21 | -6% | -2%
N#CC1=C(N)NC(=S)C(C(N)=O)C1c1ccc(Cl)cc1Cl (configuration not stated) | ? | 3% | 2% | ? | -13% | 0%
COc1ccc(S(=O)(=O)N2CCC(=O)N2)cc1 | 10% | 2% | -22% | 32 | -9% | 0%
c1ccc(CNc2nc3ccccc3c3nc(-c4ccccc4)nn23)cc1 | · | 22% | 3% | -1 | · | ·
S=C(Nc1ccc(Br)cc1)NC1CCN(Cc2ccccc2)CC1 | ? | -9% | -15% | -16 | -18% | 6%
COc1cccc(CN2CCN(Cc3ccc4c(c3)OCCO4)CC2CCO)c1 (configuration not stated) | 0% | -14% | -6% | -20 | 63%[activator] | 2%
CC(=O)NC(c1ccc(Cl)cc1Cl)c1ccc2cccnc2c1O (configuration not stated) | 5.6µM* | -14% | -18% | -98* | 10% | ?
CCOC(=O)c1sc2nc(SCC#N)n(CCCN3CCCC3=O)c(=O)c2c1C | ? | -13% | 4% | -9 | 160%[activator] | 4%
Cc1c(NC(=O)CN2C(=O)NC(C)(c3ccccc3)C2=O)c(=O)n(-c2ccccc2)n1C (configuration not stated) | 31%[activator] | -5% | 0% | -3 | -10% | -3%
COc1cccc(CNC(=O)c2ccc3c(c2)nc2n3CCC(C)C2)c1 (configuration not stated) | · | 12% | 15% | 28 | · | ·
Cc1cc(SCC(=O)N(C)C2CCS(=O)(=O)C2)nc2c(C)cccc12 (configuration not stated) | -6% | -8% | -11% | 12 | -1%[11.4 µM] | 10%
CCN1CCN(C(=O)CCN2C(=O)COc3ccc(C)cc32)CC1 | 7% | 1% | -10% | 21 | 2% | -1%
O=C1c2c(O)cc(O)cc2O[C@H](c2ccc(O)c(O)c2)[C@@H]1O | · | 2% | ? | · | -28% | -25%
CCOCCc1nn2c(=O)cc(CSCC(=O)Nc3cccc(C)c3C)nc2s1 | ? | -10% | -5% | ? | 3% | 9%
Cc1csc(NC(=O)C2CCN(S(=O)(=O)c3ccc4c(c3)oc(=O)n4C)CC2)n1 | -13% | ? | 2% | 17 | -5% | 2%
Cc1cccc[n+]1CC(=O)Nc1ccccc1 | -1% | 3% | 120%[activator] | 18 | -5% | -22%
Cc1cccc(-n2ccnc2SCC(=O)Nc2cc(C)on2)c1 | 1% | -11% | 0% | 30 | -17% | 0%
CN(Cc1ccnc2ccccc12)C(=O)C1CCC(=O)N(Cc2ccccc2F)C1 (configuration not stated) | 15% | 3% | 1% | -7 | 24% | ·
c1ccc(C2=Nn3c(Cn4nnc5ccccc54)nnc3SC2)cc1 | 9% | -4% | -2% | 9 | -32% | -20%
O=c1oc2c(CN3CCOCC3)c(O)ccc2cc1-c1ccc(Cl)cc1 | · | 10% | -4% | ? | · | ·
CCCSCCCNC(=O)c1ccc2c(c1)nc1n2CCCCC1 | · | -2% | -8% | 46 | · | ·
CC(C)CCN1C(=O)c2ccc(C(=O)Nc3c[nH]c(=O)[nH]c3=O)cc2C1=O | 18% | -6% | ? | -14 | -7% | 6%
O=C(c1ccco1)N1CCN(S(=O)(=O)c2ccc(C3CCCCC3)cc2)CC1 | ? | ? | 8% | -32 | -5% | 8%
O=C(Nc1ccc(S(=O)(=O)Nc2nccs2)cc1)c1cc(-c2ccccn2)nc2ccccc12 | 22% | 2% | · | -27 | -26% | 7%
COC(=O)c1ccc(CSc2cc(C)c3cc(C)cc(C)c3n2)o1 | -15% | -4% | -27% | 43 | -29% | 0%
Cc1ccc(S(=O)(=O)N2CCN(C(=O)COC(=O)/C=C/c3ccc(F)cc3)CC2)c(C)c1 | 3% | -14% | -1% | -3 | -22% | ·
COc1ccc(NS(=O)(=O)c2cc(NC(=O)c3ccc(C)o3)ccc2N2CCCCC2)cc1 | ? | -10% | -2% | -90* | -17% | 1%
COc1ccc(CCNC(=O)CN(c2ccccc2)S(=O)(=O)N(C)C)cc1 | · | 24% | 14% | -7 | · | ·

The final two records of the part before come first, to join the parts:
SMILES | HCV inh | AmpC inh detg | Sm TGR inh | HCMV inh | AmpC no deterg | FBPA Giardia inh
COc1ccc(NS(=O)(=O)c2cc(NC(=O)c3ccc(C)o3)ccc2N2CCCCC2)cc1 | ? | -10% | -2% | -90* | -17% | 1%
COc1ccc(CCNC(=O)CN(c2ccccc2)S(=O)(=O)N(C)C)cc1 | · | 24% | 14% | -7 | · | ·
CC(C)Cn1c(-c2ccc(S(=O)(=O)N3CCCC3)cc2)csc1=Nc1ccccc1 | · | 4% | -3% | -37 | · | ·
O=S(=O)(N[C@H](CO)c1ccccc1)c1ccc(Br)cc1F | 14% | · | · | 10 | -8% | ·
O=C(O)CCCN1C(=O)/C(=C/c2cn(-c3ccccc3)nc2-c2cccs2)SC1=S | 8% | -1% | -2% | ? | -4% | 19%
CN1C(=O)/C(=C/C=C2\SCCN2C)SC1=S | -2% | ? | 0% | · | -19% | -9%
Cc1ccc(N2N=C(C(=O)O)CCC2=O)cc1Cl | 17% | 0% | 6% | -39 | -9% | 4%
CCN(CC(=O)Nc1cc(Cl)ccc1C)C(=O)c1nc2nc(C)cc(C)n2n1 | ? | -5% | -14% | 0 | -7% | ·
CC(=O)NC(Cc1ccccc1F)C(=O)NC1CCN(C(=O)c2cnccn2)CC1 (configuration not stated) | 22% | ? | ? | -1 | -5% | 6%
CC(NC(=O)c1ccco1)C(=O)N1CCN(S(=O)(=O)c2ccccc2C#N)CC1 (configuration not stated) | 16% | -17% | -16% | 72 | -1% | ·
Cc1cc(NC(=O)CSc2ccc(-c3ccc(F)cc3)nn2)no1 | 16% | -3% | -9% | -13 | -24% | 1%
CCc1c(C)nc2ccc(Br)cc2c1Cl | 5% | 7% | 12% | -18 | -14% | 4%
C/C(=N\NC(=O)c1c(Cl)cnn1C)c1cccnc1 | 7% | 1% | -18% | -22 | -10% | -2%
O=C(c1ccccc1)c1cncc(Br)c1 | 15% | -6% | 4% | -36 | -3% | 5%
Cc1ccccc1N/C(=N/S(=O)(=O)c1ccccc1)c1ccc(F)cc1 | 6% | -2% | 0% | 0 | 43% | 0%
CC(=O)N1CCN(c2nc3ccc([N+](=O)[O-])cc3s2)CC1 | -13% | 5% | 2% | 0 | 0% | 6%
Cc1ccc2oc(C(=O)Nc3cccc(Cl)c3)cc(=O)c2c1 | · | 2% | -3% | -13 | · | ·

Looked up above:
`CC(C)Cn1c(-c2ccc(S(=O)(=O)N3CCCC3)cc2)csc1=Nc1ccccc1` – AmpC inh detg: 4%
`C/C(=N\NC(=O)c1c(Cl)cnn1C)c1cccnc1` – AmpC inh detg: 1%
`Cc1ccc2oc(C(=O)Nc3cccc(Cl)c3)cc(=O)c2c1` – HCMV inh: -13
`O=C(c1ccccc1)c1cncc(Br)c1` – Sm TGR inh: 4%
`O=S(=O)(N[C@H](CO)c1ccccc1)c1ccc(Br)cc1F` – AmpC no deterg: -8%
`CCO[C@@H]1OC(C(=O)N2CCCCCCC2)=C[C@H](C2CCCCC2)[C@H]1CCCO` – FBPA Giardia inh: 1%
`CC(C)CCN1C(=O)c2ccc(C(=O)Nc3c[nH]c(=O)[nH]c3=O)cc2C1=O` – HCV inh: 18%

Following part:
SMILES | HCV inh | AmpC inh detg | Sm TGR inh | HCMV inh | AmpC no deterg | FBPA Giardia inh
CCN(CCNCC(O)COCc1ccc(Cl)cc1)c1cccc(C)c1 (configuration not stated) | 16µM* | 1% | -7% | 26 | 50% | 22µM*
O=S(=O)(c1ccccc1F)N1CCN(c2nc(-c3cccnc3)nc3ccccc23)CC1 | ? | 4% | -7% | -22 | 33% | ·
COc1ccc(OC)c(-n2c(-c3cnccn3)n[nH]c2=S)c1 | 11% | 1% | 6% | 27 | -9% | ?
Cc1ccc2cc(CN(CCCO)S(=O)(=O)c3cccc4nsnc34)c(=O)[nH]c2c1 | 11% | -1% | 1% | 51 | 26% | 9%
CC1=NOC2(C1)N(C)c1ccccc1C2(C)C (configuration not stated) | 7% | 2% | -9% | 5 | -3% | 19%
CC(=O)Nc1nc(SCc2cccc3ccccc23)n[nH]1 | 9% | -3% | 2% | 27 | -48% | 0%
COc1ccccc1NC(=O)Nc1cccc(C)n1 | -8% | ? | 1% | 6 | -28% | 3%
Cc1nc(N)nc(N)c1/C=C/C(C)(C)c1ccc(Cl)cc1 | ? | -6% | 0% | -109* | 32% | -10%
O=C(CN1C(=O)NC2(CCCCCCC2)C1=O)N1CCOCC1 | 8% | ? | 0% | 68 | -8% | -1%
CCN(CC)CCNC(=O)C1CCN(c2cc(C)nc3c(-c4ccc(Cl)cc4)c(C)nn23)CC1 | · | -4% | -10% | 10 | · | ·
O=C(NCc1ccco1)/C(=C\c1ccco1)NC(=O)c1cccs1 | 20% | -2% | 28µM* | -13 | -32% | -10%
Cc1ccc(C(=O)NC2CC2)cc1S(=O)(=O)N1CCOCC1 | 10% | ? | -14% | 47 | -12% | ·
Cc1ccc(NC(=O)COC(=O)c2ccc3c(c2)NC(=O)C2CCCN32)cc1 (configuration not stated) | 10µM* | 0% | 0% | 56 | -27% | 11%
CCC(C)Nc1c2c(nc3c(-c4ccccc4)c(C)nn13)CCC2 (configuration not stated) | 2.2µM* | -16% | -2% | ? | 30% | 4%
O=C(Nc1ccnn1C1CCN(CCCc2ccccc2)CC1)c1ccccc1Cl | 12% | 4% | -21% | 21 | 50% | ·
O=C(NCc1n[nH]c(=S)n1-c1cccc(C(F)(F)F)c1)c1ccc(S(=O)(=O)N2CCCC2)cc1 | 5% | -8% | 1% | -4 | -40% | -8%
COc1ccc(OC)c(NC(=O)C(=O)NNC(=O)COc2ccc(Br)cc2C)c1 | ? | -4% | 0% | 0 | -36% | 9%
COc1ccccc1CNC(=O)OCc1nccnc1C(=O)Nc1ccc(Br)cn1 | -8% | 3% | -6% | 29 | -3% | ·
CCc1c(C)sc(NC(=O)c2ccco2)c1C(=O)N1CCCCC1 | -13% | 3% | ? | 35 | -1% | -4%
CSc1ccccc1OCc1cc(C(=O)N(C)Cc2ccc3nsnc3c2)no1 | -17% | -8% | 0% | 67 | 3% | -9%
N#Cc1cc2c(cc1NC(=O)CCn1cnnn1)OCO2 | 9% | 3% | -8% | 3 | -1% | 3%
Cc1ccc2c(c1)N(CC(=O)N(Cc1ccc3c(c1)OCO3)CC1CCCO1)C(=O)C(C)O2 (configuration not stated) | · | ? | 4% | 5 | 103%[activator] | 7%
CCc1nc(SCc2ccccc2C#N)n[nH]1 | 17% | 1% | -9% | -29 | -7% | -18%
O=C1CSCC(=O)N1Cc1ccc(Cl)c(Cl)c1 | 8% | 4% | 0% | 78 | -20% | 1%
CCN(c1ccc(NC(=O)COC(=O)c2cc3ccccc3oc2=O)cc1)C(C)C | -5% | 0% | -4% | -8 | 32% | -12%
Fc1ccc(CNC(=S)NCc2ccc(F)cc2)cc1 | 6% | -1% | -11% | -23 | -40% | -3%

Screening results (PubChem)
